Bcl-W Bim block = inhibitors of Bim-Bcl-W interaction, human | Q92843 | bead-based flow cytometry, Bim peptide-Bcl-W binding | inhibition, % at 10 µM | 190,000 compounds, 0.02% hits;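 further: 0% = bound tracer without compound and 100% = peptide blocker; higher means less fluorescent Bim peptide bound to Bcl-W beads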
Target sequence (Q92843 whole entry, looked up): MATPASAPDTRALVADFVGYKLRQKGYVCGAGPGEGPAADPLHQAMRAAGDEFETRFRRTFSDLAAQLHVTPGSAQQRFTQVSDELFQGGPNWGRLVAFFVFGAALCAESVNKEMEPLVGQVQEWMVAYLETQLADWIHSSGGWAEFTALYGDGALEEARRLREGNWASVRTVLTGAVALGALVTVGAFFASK
Rab2 wt GTP = changes GTP binding to wildtype dog Rab2A, up or down. 190,000 compounds, 0.19% hits. P61105. GTP binding activity, % at 10 µM. GST-Rab2 wt beads, Bodipy-GTP binding, flow cytometry;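 active means GTP binding activity at least 20 points away from 100%, either lowered or raised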;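 further: 0% = beads with excess unlabeled GTP and 100% = no-compound control corrected for plate trend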
Rac1 wt modul = alters GTP binding to wildtype human Rac1; GTP binding activity (% of control), % at 10 µM; 190,000 compounds, 0.27% hits; GST-Rac1 beads, fluorescent GTP binding, flow cytometry; actives lie on both sides; 0 = cold GTP competed, 100 = untreated; AID 757; P63000;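 active means GTP binding activity at least 20 points away from the 100% control level, either lower or higher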
Bfl-1 Bim block = disrupts Bim binding to human Bfl-1; Q16548; Bead-based flow cytometry, Bim-Bfl-1 binding inhibition; inhibition, % at 10 µM; 190,000 compounds, 0.12% hits; AID 1008;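 further: 0% = wells without compound plus tracer and 100% = blocker peptide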
Cdc42 wt = modulators (inhibitors or activators) of GTP binding to human Cdc42 wildtype; P60953; GST-Cdc42 beads, Bodipy-GTP binding, flow cytometry; actives lie on both sides; percent activity (GTP binding), % at 10 µM; 190,000 compounds, 0.2% hits;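 active means percent activity GTP binding at least 20 points away from the 100% baseline, either down as inhibitor or up as activator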;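 further: median bead fluorescence of bound Bodipy-FL-GTP at 100 nM; 0% = excess unlabeled GTP control and 100% = no compound control; below 100% means less GTP binding so inhibitor and above means activator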
Target sequence (P60953 whole entry, looked up): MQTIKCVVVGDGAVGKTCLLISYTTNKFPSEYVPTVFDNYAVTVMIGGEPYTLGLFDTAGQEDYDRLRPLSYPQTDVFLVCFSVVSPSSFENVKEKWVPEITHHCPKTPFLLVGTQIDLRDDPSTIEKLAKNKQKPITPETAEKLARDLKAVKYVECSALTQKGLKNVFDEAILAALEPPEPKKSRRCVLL
Rac1 mut GTP = modulators of GTP binding to human Rac1 activated mutant; AID 764; percent activity (GTP binding), % at 10 µM; GST-Rac1 activated beads, fluorescent GTP binding, flow cytometry; actives lie on both sides; 100% means binding = to untreated wells; 190,000 compounds, 0.11% hits;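 active means GTP binding at least 20 percentage points away from the 100% baseline, in either direction, so actives lie on both sides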
Bim-Bcl-B = inhibitors of Bim-Bcl-B interaction, human; Q9HD36; bead-based flow cytometry, Bim peptide-Bcl-B binding; 190,000 compounds, 0.073% hits; inhibition, % at 10 µM;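 further: 0% = tracer peptide without compound and 100% = reference inhibitor peptide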
Target sequence (Q9HD36 whole entry, looked up): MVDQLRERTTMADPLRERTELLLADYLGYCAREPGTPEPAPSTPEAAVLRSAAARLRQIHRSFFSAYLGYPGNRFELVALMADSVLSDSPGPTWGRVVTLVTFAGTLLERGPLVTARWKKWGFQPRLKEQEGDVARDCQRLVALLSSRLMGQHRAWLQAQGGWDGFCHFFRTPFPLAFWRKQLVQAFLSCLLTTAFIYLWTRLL
Bim-Bcl-XL = human Bim-Bcl-XL interaction inhibition; Q07817; Bim peptide-Bcl-XL binding, bead flow cytometry, fluorescence; inhibition, % at 10 µM; 190,000 compounds, 0.04% hits; AID 1007
Rab7 wt GTP bind = dog Rab7 wildtype GTP binding, inhibitors and activators; GTP binding activity (percent of control), % at 10 µM; AID 758; 190,000 compounds, 0.055% hits; GST-Rab7 beads, fluorescent GTP binding, flow cytometry; actives lie on both sides; untreated = 100%, excess cold GTP = 0%;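 active means fluorescent GTP binding to Rab7 beads changed by at least 20 points from the 100% baseline, either direction, mostly lower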;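 further: median green fluorescence of bound Bodipy-FL-GTP per Rab7 bead population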
HRas wt GTP = human HRas wildtype GTP binding, change in either direction | P01112 | GTP binding activity, % at 10 µM | 190,000 compounds, 0.14% hits | GST-Ras wt beads, Bodipy-FL-GTP binding, flow cytometry; actives lie on both sides | AID 759;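 active means GTP binding activity at least 20% away from the 100% baseline, either lowered as inhibitor or raised as activator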;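 further: 0% = unlabeled GTP competition control and 100% = no-compound control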
Target sequence (P01112 whole entry, looked up): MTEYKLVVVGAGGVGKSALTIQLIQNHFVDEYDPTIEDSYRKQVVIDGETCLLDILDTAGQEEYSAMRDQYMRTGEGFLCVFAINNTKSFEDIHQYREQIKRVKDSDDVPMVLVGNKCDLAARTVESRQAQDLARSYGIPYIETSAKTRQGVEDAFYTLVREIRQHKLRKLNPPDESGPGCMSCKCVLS
Bim-Bcl-2 = human Bim-Bcl-2 interaction inhibition; inhibition, % at 10 µM; P10415; Bead-based flow cytometry, Bim peptide-Bcl-2 binding; 190,000 compounds, 0.06% hits; AID 950; in the data active means inhibition above about 40%;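 further: 0% = no compound wells with probe peptide and 100% = reference peptide inhibitor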
Target sequence (P10415 whole entry, looked up): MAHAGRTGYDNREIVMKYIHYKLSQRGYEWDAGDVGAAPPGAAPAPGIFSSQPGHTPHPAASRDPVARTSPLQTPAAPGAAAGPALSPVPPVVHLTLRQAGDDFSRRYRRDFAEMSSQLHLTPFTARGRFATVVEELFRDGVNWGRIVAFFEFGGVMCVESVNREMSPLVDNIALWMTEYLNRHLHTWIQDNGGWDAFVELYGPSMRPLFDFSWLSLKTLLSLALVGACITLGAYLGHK
An asterisk follows results filed as active. Unless noted, no stated cut-off is given here; in the data, active means inhibition above about 40%. Not a hit list (roughly 0.62% active in at least one column).

SMILES	Bcl-W Bim block	Rab2 wt GTP	Rac1 wt modul	Bfl-1 Bim block	Cdc42 wt	Rac1 mut GTP	Bim-Bcl-B	Bim-Bcl-XL	Rab7 wt GTP bind	HRas wt GTP	Bim-Bcl-2
CCCCOc1ccc(S(=O)(=O)NCc2csc(C)n2)cc1	-1.0	96.0	96.0	-13.0	99.0	94.0	-8.0	-7.0	97.0	98.0	-13.0
O=C(Nc1ccc(N2CCOCC2)cc1)C1CC(=O)N(c2ccc(F)cc2)C1 (stereo not given)	-3.0	99.0	97.0	-5.0	94.0	94.0	-4.0	-4.0	101.0	96.0	-4.0
COc1cc2c(cc1NC(=O)CN(C)Cc1nc3ccccc3c(=O)[nH]1)oc1ccccc12	4.0	93.0	96.0	-12.0	99.0	99.0	-7.0	-2.0	94.0	96.0	-14.0
Cc1occc1C(=O)N1CCN(c2ccccc2)CC1	-2.0	102.0	104.0	1.0	100.0	102.0	-3.0	-3.0	98.0	103.0	-1.0
Cc1ccc(CN2C(=O)CSc3ccc(C(=O)NCCN4CCOCC4)cc32)cc1	0.0	96.0	100.0	-18.0	97.0	98.0	-5.0	-7.0	101.0	97.0	-8.0
COc1ccccc1NC(=O)CN1C(=O)C(C)SC(C)C1=O (stereo not given)	-2.0	99.0	104.0	-14.0	101.0	100.0	-6.0	-3.0	102.0	99.0	-7.0
Cc1ccc(N(C(=O)C2CCCC2)C2C=CS(=O)(=O)C2)cc1 (stereo not given)	-4.0	99.0	100.0	-2.0	101.0	99.0	0.0	-1.0	99.0	101.0	0.0
CCOCCOCN(C#N)c1nc(OC)nc(N(C)C)n1	-3.0	97.0	98.0	-14.0	100.0	97.0	-6.0	-6.0	96.0	98.0	-7.0
CCn1c(=O)n(Cc2ccco2)c(=N)c2c3c(sc21)COC(C)(C)C3	-1.0	108.0	102.0	-17.0	105.0	99.0	-11.0	-6.0	106.0	106.0	-9.0
COc1cccc2sc(Nc3nnc(-c4ccc(F)cc4)o3)nc12	3.0	98.0	101.0	-8.0	100.0	96.0	-1.0	-2.0	99.0	100.0	-3.0
Cc1ccc(OCC(=O)N/N=C\c2cn(C)c3ccccc23)c([N+](=O)[O-])c1	-3.0	101.0	102.0	-6.0	100.0	100.0	-3.0	-2.0	100.0	101.0	-8.0
CCOC(=O)C1CCN(C(=O)Cn2cc(C(=O)c3ccco3)c3ccccc32)CC1	0.0	92.0	91.0	-1.0	93.0	94.0	3.0	0.0	96.0	95.0	1.0
O=c1c2cc3c(cc2[nH]c(=S)n1CCN1CCOCC1)OCO3	-3.0	99.0	102.0	1.0	102.0	98.0	-9.0	-3.0	101.0	102.0	-3.0
O=c1c2cn[nH]c2nc(SCc2cc(=O)n3cc(Br)ccc3n2)n1-c1ccc(Br)cc1	-5.0	96.0	96.0	-5.0	95.0	93.0	-5.0	-5.0	104.0	95.0	-5.0
CC(=O)C1=C(c2ccccc2)NC(=S)NC1c1cc(Cl)c(OC(C)C)c(Cl)c1 (stereo not given)	12.0	97.0	101.0	14.0	95.0	99.0	11.0	13.0	100.0	98.0	6.0

Full records, quoted from the list. Order of values: Bcl-W Bim block | Rab2 wt GTP | Rac1 wt modul | Bfl-1 Bim block | Cdc42 wt | Rac1 mut GTP | Bim-Bcl-B | Bim-Bcl-XL | Rab7 wt GTP bind | HRas wt GTP | Bim-Bcl-2
CCOC(=O)C1CCN(C(=O)Cn2cc(C(=O)c3ccco3)c3ccccc32)CC1 is listed with 0.0 | 92.0 | 91.0 | -1.0 | 93.0 | 94.0 | 3.0 | 0.0 | 96.0 | 95.0 | 1.0
CC(=O)C1=C(c2ccccc2)NC(=S)NC1c1cc(Cl)c(OC(C)C)c(Cl)c1 (stereo not given) is listed with 12.0 | 97.0 | 101.0 | 14.0 | 95.0 | 99.0 | 11.0 | 13.0 | 100.0 | 98.0 | 6.0

Further results follow:
SMILES	Bcl-W Bim block	Rab2 wt GTP	Rac1 wt modul	Bfl-1 Bim block	Cdc42 wt	Rac1 mut GTP	Bim-Bcl-B	Bim-Bcl-XL	Rab7 wt GTP bind	HRas wt GTP	Bim-Bcl-2
Cc1ccc(-c2nc(C3CCN(S(C)(=O)=O)CC3)no2)cc1	-3.0	98.0	107.0	-3.0	98.0	97.0	-1.0	-2.0	98.0	100.0	-3.0
CC(=O)c1cccc(NC(=O)COC(=O)COc2c(Cl)cc(Cl)c3ccc(C)nc23)c1	-1.0	95.0	98.0	-6.0	99.0	96.0	-3.0	-4.0	96.0	96.0	-5.0
CC(=O)Nc1ccc(OS(=O)(=O)c2ccccc2C)cc1	0.0	99.0	108.0	-5.0	99.0	98.0	-5.0	0.0	106.0	104.0	-3.0
CCNC(=S)NNC(=O)c1cc(C)on1	2.0	98.0	97.0	1.0	96.0	97.0	-5.0	2.0	102.0	98.0	-1.0
Cc1ccc(C(=O)Nc2ccc(O)c(C(=O)O)c2)o1	-2.0	101.0	99.0	-16.0	101.0	98.0	-9.0	-11.0	99.0	99.0	-18.0
CS(=O)(=O)NC1CCN(Cc2ccccc2)CC1	2.0	104.0	103.0	0.0	105.0	100.0	-1.0	0.0	101.0	105.0	0.0
O=C1C(Cl)=C(N2CCOCC2)C(=O)N1c1ccccc1	0.0	100.0	101.0	0.0	100.0	98.0	0.0	-3.0	100.0	102.0	1.0
Cc1occc1C(=O)NNC(=S)Nc1ccccc1	-3.0	101.0	103.0	-12.0	101.0	98.0	-22.0	-4.0	102.0	99.0	-5.0
Cc1cc(C)n(-c2nc(NCCC(C)C)c3c4c(sc3n2)COC(C)(C)C4)n1	-1.0	101.0	101.0	2.0	99.0	99.0	0.0	0.0	103.0	99.0	1.0
CN(C)S(=O)(=O)c1cccc(NC(=O)CCSc2ccc(Cl)cc2)c1	0.0	102.0	103.0	0.0	101.0	100.0	0.0	-3.0	102.0	102.0	0.0
CCc1ccccc1OCC(=O)NC1CCCC1	-1.0	105.0	102.0	-1.0	105.0	99.0	-1.0	-2.0	103.0	105.0	-3.0
O=C(CSc1ccc2c(c1)OCCO2)NCC1CCCO1 (stereo not given)	0.0	101.0	101.0	-9.0	99.0	96.0	-15.0	-10.0	101.0	100.0	-8.0
Nc1c(C(=O)c2ccc(Cl)cc2)sc2c1c(=O)[nH]c(=O)n2-c1ccccc1	3.0	92.0	96.0	5.0	96.0	98.0	5.0	3.0	95.0	93.0	6.0
CCc1nc2ccccc2c(C(=O)OC2CCOC2=O)c1C (stereo not given)	0.0	100.0	97.0	4.0	99.0	98.0	0.0	9.0	98.0	99.0	3.0
O=C(NCC1CCCO1)c1sc2ccccc2c1Cl (stereo not given)	-4.0	99.0	99.0	-12.0	98.0	98.0	-10.0	-7.0	99.0	100.0	-6.0
CC(C)CNC(=O)CC(NCC(C)C)C(=O)O (stereo not given)	-1.0	99.0	95.0	-1.0	99.0	101.0	-5.0	0.0	100.0	95.0	-1.0
CCOC(=O)C(=NC(C)CC)NNc1cccc(C(F)(F)F)c1 (stereo not given)	-1.0	99.0	100.0	-1.0	99.0	97.0	-7.0	-2.0	100.0	100.0	-1.0
CCC(=O)Nc1cccc(NC(=O)CSc2nnc(-c3ccc(NS(C)(=O)=O)cc3)n2C)c1	0.0	100.0	106.0	-1.0	106.0	100.0	0.0	1.0	101.0	104.0	0.0
CCCCNC(=O)c1ccc2c(c1)N(CC)C(=O)c1ccccc1S2(=O)=O	0.0	100.0	100.0	-3.0	97.0	98.0	0.0	0.0	99.0	101.0	-5.0
CC1(C)CC(=O)C(Br)=C(O)C1	0.0	101.0	99.0	-4.0	101.0	96.0	0.0	-1.0	107.0	100.0	-1.0
OC(c1cccs1)(c1cccs1)C1C[N+]2(CF)CCC1CC2 (stereo not given)	-1.0	94.0	95.0	1.0	97.0	96.0	1.0	-7.0	95.0	94.0	3.0
CCOc1ccc(C(=O)Nc2ccc(Cl)cn2)cc1Cl	3.0	96.0	104.0	-13.0	99.0	94.0	-6.0	1.0	102.0	101.0	-5.0
CCCCC(O)(CCCC)C(=O)NNc1ccccc1	-2.0	98.0	98.0	-1.0	99.0	99.0	-5.0	-2.0	93.0	98.0	0.0
O=C1Nc2ccccc2/C1=C/c1cccnc1	-2.0	98.0	99.0	-10.0	98.0	97.0	-7.0	-1.0	102.0	100.0	-6.0
CCOC(=O)C1CCN(c2c(NCCN3CCN(c4ccccc4)CC3)c(=O)c2=O)CC1	3.0	100.0	105.0	-8.0	103.0	100.0	-4.0	-4.0	102.0	102.0	-5.0
O=C(COC(=O)/C=C/c1ccccc1Cl)NCCc1ccc(Cl)cc1Cl	-5.0	89.0	91.0	-13.0	89.0	89.0	-10.0	-5.0	92.0	92.0	-11.0
COc1ccc(CCN2C(=NC(=O)CC(C)C)SC3CS(=O)(=O)CC32)cc1 (stereo not given)	1.0	104.0	106.0	-12.0	106.0	101.0	-10.0	-6.0	106.0	106.0	-8.0
CCN=c1scc(-c2ccc(F)cc2)n1/N=C/c1ccccn1	1.0	96.0	93.0	-3.0	98.0	98.0	-2.0	1.0	93.0	95.0	0.0
CCNCCNC(=O)c1c(O)c2ccccc2n(CC)c1=O	0.0	102.0	108.0	-10.0	105.0	99.0	-5.0	-8.0	103.0	103.0	-7.0
O=S(=O)(c1ccc(OCC(O)CN2CCN(c3ccccc3O)CC2)cc1)N1CCOCC1 (stereo not given)	-6.0	103.0	100.0	-4.0	105.0	100.0	-2.0	-5.0	97.0	101.0	-3.0
COc1ccc(CC(=O)N2CCOCC2)cc1OC	1.0	99.0	94.0	0.0	98.0	95.0	0.0	1.0	96.0	99.0	-3.0
C(=C\c1ccccc1)/CSc1nnc(-c2cccnc2)n1Cc1ccco1	-1.0	97.0	96.0	2.0	99.0	96.0	-7.0	2.0	99.0	99.0	-2.0
O=C(CSc1ccccc1)Nc1ccc(N2CCOCC2)cc1	-4.0	102.0	108.0	-9.0	107.0	101.0	-22.0	-15.0	104.0	104.0	-15.0
C=CCn1c(N)cc(=O)nc1SCC(=O)Nc1cccc2ccccc12	-4.0	101.0	99.0	-1.0	98.0	98.0	-4.0	-2.0	101.0	98.0	-2.0
CN1CCN(C(=O)C2=C[C@@H](C3CC3)C[C@@H](OCc3ccc(CO)cc3)O2)CC1	0.0	97.0	97.0	-5.0	94.0	96.0	-4.0	-2.0	96.0	96.0	-4.0
CN1COc2ccc3ccccc3c2C1	0.0	95.0	96.0	0.0	91.0	93.0	-3.0	0.0	91.0	92.0	0.0
CCN(C(=O)CSc1ncccc1C(=O)OC(C)C)c1cccc(C)c1	2.0	97.0	102.0	4.0	98.0	99.0	0.0	1.0	97.0	97.0	6.0
CN(C)CCCN(C(=O)CCc1ccccc1)c1nc2ccc(Cl)cc2s1	-4.0	100.0	105.0	-13.0	105.0	101.0	-13.0	-10.0	103.0	101.0	-9.0
CCOC(=O)c1cc(-c2ccccc2)n(CC(=O)Nc2cc(OC)cc(OC)c2)c1C	0.0	98.0	105.0	0.0	102.0	97.0	0.0	0.0	103.0	99.0	0.0
Cc1ccsc1C(=O)NNC(=O)C1CC=CCC1C(=O)O (stereo not given)	-1.0	97.0	106.0	-1.0	102.0	101.0	-5.0	-3.0	97.0	98.0	-1.0

Assay outcomes deposited in PubChem BioAssay by NMMLSC.
